D2 antag = D2 dopamine receptor (human) antagonism | 340,000 tested, 2% active | P14416 | AID 485344 | HEK293 TREx D2 cells, calcium flux, dopamine EC80 | inhibition, % at 10 µM; in the data active means inhibition above about 30%; further: 0% is about no effect
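Read-out: kinetic calcium fluorescence (1 cycle/s) in inducible HEK293 T-REx D2 cells after an EC80 dopamine addition that followed 180 s compound preincubation. Loss of the dopamine response indicates antagonism.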
ALOX12 inh = blocks human arachidonate 12S-lipoxygenase; AID 1671190; 580,000 tested, 1.1% active; Potency, µM (doses to about 108 µM), for inactives: at the highest dose activity change, negative = inhibition, usual class: inhibitors; purified 12hLO, xylenol orange hydroperoxide absorbance; P18054; further: potency means the concentration at half of the fitted maximal effect; on the % scale 0 is the no-effect control and ±100 the full control effect
Target sequence (P18054 whole entry, looked up): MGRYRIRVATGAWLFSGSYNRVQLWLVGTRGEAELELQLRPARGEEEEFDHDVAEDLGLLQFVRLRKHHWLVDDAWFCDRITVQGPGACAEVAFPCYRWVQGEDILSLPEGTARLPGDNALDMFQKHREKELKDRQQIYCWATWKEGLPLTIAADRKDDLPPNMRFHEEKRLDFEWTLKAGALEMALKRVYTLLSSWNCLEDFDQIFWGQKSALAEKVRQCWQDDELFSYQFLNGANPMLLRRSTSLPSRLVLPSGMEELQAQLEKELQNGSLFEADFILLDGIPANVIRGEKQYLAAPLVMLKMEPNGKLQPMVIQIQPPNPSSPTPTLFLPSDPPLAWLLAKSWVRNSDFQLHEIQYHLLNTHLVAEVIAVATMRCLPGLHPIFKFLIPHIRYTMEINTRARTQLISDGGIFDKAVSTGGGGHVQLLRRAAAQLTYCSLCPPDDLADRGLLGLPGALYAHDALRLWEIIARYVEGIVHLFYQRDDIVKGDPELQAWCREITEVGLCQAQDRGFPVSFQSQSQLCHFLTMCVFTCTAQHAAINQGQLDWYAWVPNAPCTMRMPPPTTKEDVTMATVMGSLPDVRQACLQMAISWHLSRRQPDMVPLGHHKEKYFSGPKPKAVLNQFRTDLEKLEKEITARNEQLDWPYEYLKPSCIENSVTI
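Hydroperoxide product was detected by ferrous iron/xylenol orange as the 573 to 405 nm absorbance ratio. Arachidonic acid at 40 uM (final) was turned over for 30 min at room temperature by 150 nM human 12hLO, pH 7.0 Hepes buffer, after 15 min compound preincubation.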
ERG-DNA inh = blocks human ERG Ets domain binding to DNA; P11308; fluorescence polarization, His-ERG Ets domain / labelled DNA; Potency, µM (series often up to 76.9 µM), for the others: at the top dose FP activity, negative = inhibition, hits mostly inhibitors; 370,000 tested, 0.028% active; AID 624246; active means well fitted inhibition curve with a large enough effect in the polarisation, with a control signal flat; inconclusive means small, poorly fitted or top-dose-only effect, or effect the other way, or a change in a side signal; inactive means no such curve, though single readings can be large or run the other way; the % refers to the polarisation;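 further: polarization taken with two DNA probes labelled with fluorescein and Texas red; potency means the concentration at half of the fitted maximal effect; % of control where 0% means no effect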
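His-tagged ERG Ets domain (1 uM in the protein solution; 300mM KCl, 50mM Tris-HCl, 1mM EDTA, 1mM DTT, pH 7.5) received compound, then a probe mix of 5 nM fluorescein-DNA and 100nM Texas-615-DNA. Fluorescence polarization was read for both dyes.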
Glioma ERSR ind = ER stress response induction in glioma; U87-MG GRP78 promoter luciferase reporter, 16 h; Potency, µM, without a hit: top-dose activation, usual class: activators; 420,000 tested, 0.02% active; AID 602332; further: potency means the concentration at half of the fitted maximal effect; series mostly up to about 76 µM; % of control where 0% means no effect; nearly all actives have a fitted effect of over 35% in size
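Stably transfected U87-MG human glioma cells carrying a GRP78-based luminescent sensor were seeded at 1000 cells/well, pin-dosed with compounds and incubated 16 h. Luciferase reagent was then added, and end-point luminescence was read after 10 min at room temperature.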
D2 agonist = activates the human D2 dopamine receptor. 340,000 tested, 0.53% active. AID 485358. P14416. activation, % at 2 µM. HEK293 T-REx D2 cells, calcium flux agonist mode;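 active means activation over 3 SD above normal in the single-dose calcium agonist read, cut at about 30% in these data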; further: 0% is about no effect
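Agonism scored from kinetic calcium signal (1 read/sec, 180 s) following compound pin transfer, after a 10 s baseline. Cells: HEK293 Trex line expressing inducible D2 receptor coupled to calcium, dye-loaded after overnight culture at 30 C.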
Vif-A3F inh = Vif-A3F binding inhibition. AID 602313. Potency, µM (doses to about 46.1 µM), for inactives: at the top dose activity, negative = active. 390,000 tested, 0.2% active. HeLa A3F-eYFP + Vif (tagged APOBEC3F with the HIV-1 protein that degrades it), YFP fluorescence increase; further: potency means the concentration at half of the fitted maximal effect; % of control where 0% means no effect; nearly all actives have a fitted effect of over 65% in size
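HeLa cells stably expressing A3F-eYFP plus Vif, plated and incubated overnight at 37 deg C, then exposed to compounds overnight at 37 deg C. Blocked degradation read as raised yellow fluorescence (Ex 488/Em 500-530).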
LDHA block = blocks human lactate dehydrogenase A. P00338. purified LDHA, NADH/diaphorase-resazurin fluorescence; hits give low values. activity change, % (values are at about 110 or 230 µM). 480,000 tested, 0.15% active. AID 1347041; in the data active means activity change below about -30%; inconclusive means mostly about -25% to -30%;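 further: plate controls were DMSO wells for no effect and wells without enzyme for full effect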
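LDH5 2 nM; NADH 0.06 mM, pyruvate 0.2 mM; 200 mM Tris pH 7.4, EDTA, Tween-20; 5 min RT. Detection: diaphorase 0.133 mg/mL + resazurin 37 µM, fluorescence ex540/em590 at 0 and 20 min; normalized to enzyme-free and DMSO wells.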
Vif-A3G inh = inhibitors of Vif-APOBEC3G interaction; HeLa A3G-eYFP + Vif (tagged APOBEC3G with the HIV-1 protein that degrades it), YFP fluorescence, overnight; Potency, µM (titrated, usually from 46.1 µM), inactives show at the top dose activity, negative = active, usual class: inhibitors; 410,000 tested, 0.076% active;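 further: potency means the concentration at half of the fitted maximal effect; on the % scale 0 is the no-effect control and ±100 the full control effect; nearly all actives have a fitted effect of over 60% in size; hits raise eYFP signal because A3G escapes Vif-driven loss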
Target sequence (Q9HC16 whole entry, looked up): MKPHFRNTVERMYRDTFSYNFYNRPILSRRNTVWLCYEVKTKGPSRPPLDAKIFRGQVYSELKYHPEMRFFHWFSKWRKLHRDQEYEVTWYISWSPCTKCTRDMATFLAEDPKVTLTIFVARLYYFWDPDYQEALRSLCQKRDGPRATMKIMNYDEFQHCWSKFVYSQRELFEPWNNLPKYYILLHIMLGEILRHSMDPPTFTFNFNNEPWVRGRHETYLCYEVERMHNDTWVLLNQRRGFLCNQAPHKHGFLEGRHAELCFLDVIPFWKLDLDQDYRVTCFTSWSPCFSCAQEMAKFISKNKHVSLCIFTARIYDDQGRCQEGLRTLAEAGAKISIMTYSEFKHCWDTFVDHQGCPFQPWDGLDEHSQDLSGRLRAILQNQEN
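Read-out is eYFP fluorescence (Ex 488/Em 500-530) from Vif-expressing HeLa A3G-eYFP cells; more signal means A3G escaped Vif-mediated degradation. Cells plated overnight, compound pinned in, incubated overnight at 37 deg C.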
RGS4 inhibitor = blocks human RGS4-accelerated GTP hydrolysis; P49798; 390,000 tested, 0.039% active; Transcreener GDP fluorescence polarization, RGS4-accelerated GTP hydrolysis; Potency, µM (top dose mostly 114 µM), for inactives: at the top dose activity change, negative = inhibition, actives largely listed as inhibitors; further: potency means the concentration at half of the fitted maximal effect; on the % scale 0 is the no-effect control and ±100 the full control effect; nearly all actives have a fitted effect of over 75% in size; some results filed as inactive show a strong effect at the top dose
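MLSMR compounds (23 nl, pin-transferred) preincubated 10 min at room temperature with a 500nM (2x) first reagent, then RGS4 at 900nM (2x) plus Transcreener GDP mix added; fluorescence polarization (620/688 nm) read before and after 90 min at 30 °C.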
Numbers without * were called inactive; i = inactive; ? = inconclusive; nt = not tested or not shown; & = joins results of further samples; [ ] = another dose, or the depositor's remark. Unless noted, the call rests on the fitted dose curve; in most records, active means well fitted curve in the direction sought with a large enough effect; inconclusive means small, poorly fitted or top-dose-only effect, or another doubt; inactive means no such curve, though single readings can be large; an effect the other way counts as inactive or inconclusive.

Order of results: D2 antag | ALOX12 inh | ERG-DNA inh | Glioma ERSR ind | D2 agonist | Vif-A3F inh | LDHA block | Vif-A3G inh | RGS4 inhibitor
CN(C)S(=O)(=O)c1ccc(Cl)c(C(=O)NNC(=O)Cc2nc3ccccc3n2C)c1
→ 12.4 | -1.7% | 0.6% | -4.9% | 0.2 | 0.8% | -6.2 | 0.8% | 1.8%
O=C(c1cccs1)N1CCN(c2nnc(-c3ccccc3)c3ccccc23)CC1
→ 8.1 | 0.0% | 11.7% | -4.7% | 0.8 | 4.8% | -2.8 | -13.9% | -34.7%
Cc1cc(N2CC(C(=O)NCc3cccnc3)CC2=O)ccc1C(C)C (stereo not drawn)
→ -12.1 | -10.6% | -2.6% | -0.2% | 0.2 | -9.8% | -4.4 | -6.4% | -5.1%
CC1(C)CC(Cc2ccc(Cl)nc2)N(C(=O)OC(C)(C)C)C1 (stereo not drawn)
→ nt | 3.2% | nt | -0.1% | nt | -10.7% | 2.6 | 2.7% | nt
CCCCNc1ccc(-c2nc(-c3ccccn3)no2)cc1[N+](=O)[O-]
→ nt | -24.2% | 6.4% | -0.8% | -1.4 | -0.3% | 0.3 | -0.6% | 27.4%
COc1ccc(C(=O)Nc2ccc(S(=O)(=O)N(C)c3ccccc3)cc2)cc1
→ nt | 225.7%[activator] | 5.0% | 6.9% | nt | 3.8% | -8.0 | 4.3% | 18.2%
O=C(COC(=O)CCc1c[nH]c2ccccc12)NCCc1ccccc1
→ 1.7 | -23.3%&1.8% | nt | -4.1% | 0.3 | 12.5% | 0.4&-3.3 | 0.0% | 12.2%
CS(=O)(=O)c1ccc(NC(=O)c2cccc(-n3cnnn3)c2)cc1
→ -17.7 | 0.0% | -4.8% | -2.6% | -0.1 | 1.4% | -5.0 | -0.5% | -4.9%
CCCC(NC(=O)c1ccccc1)c1nc2ccccc2n1Cc1ccc(C(=O)OC)o1 (stereo not drawn)
→ 17.1 | 136.0%[activator] | -3.7% | -6.7% | 0.7 | -9.5% | -3.0 | -0.9% | -5.4%
CCOC(=O)Cc1csc(NC(=O)COc2ccc3c(c2)CCC3)n1
→ 7.8 | ? | -2.3% | -3.6% | -2.0 | -3.6% | -3.3 | 1.2% | -15.1%
COc1ccc(/C=C2\Sc3ccc(C(=O)N4CCOCC4)cc3N(C)C2=O)cc1
→ -5.8 | -8.1% | 63.8%[activator] | -0.1% | 0.2 | 6.1% | 1.6 | 2.3% | ?
Cc1ccc(NC(=O)CN(C)C(=O)COC(=O)c2ccc(Cl)cc2O)cc1
→ 17.4 | ? | 10.1% | -1.3% | 1.1 | -17.8% | 0.4 | 3.1% | -6.0%
Cc1nn(-c2ccc(Cl)cn2)c2c1C(=O)CC(C)(C)C2Br (stereo not drawn)
→ nt | -3.4% | 0.4% | -4.4% | nt | -2.4% | 5.9 | -0.2% | -16.6%
CSc1ccccc1C(=O)Nc1cccc(C(C)O)c1 (stereo not drawn)
→ -1.5 | ? | nt | -3.9% | 0.2 | 2.5% | -3.4 | 3.2% | -12.2%
COc1ccc(N2CC(NC(=O)C3CC3)CC2=O)cc1OC (stereo not drawn)
→ nt | 4.1% | -2.7% | -3.0% | 1.1 | -8.5% | 0.8 | -1.7% | -38.6%
COc1ccc(NC(=O)/C(C#N)=C\c2ccc(-c3cc(C(=O)O)ccc3C)o2)cc1
→ 1.4 | 0.0% | -17.1% | 4.1% | -0.2 | 3.9% | 0.3 | -6.0% | -3.9%
OCc1c[nH]c2ccccc12
→ 6.1 | ? | 5.3% | -1.0%&-2.1%&-1.3% | 0.7 | -12.2% | -1.1 | -7.9% | -14.7%
Cc1cccc(/C=N/NC(=O)c2cccc([N+](=O)[O-])c2)n1
→ 1.2 | 11.4% | -11.4% | -2.9% | 2.7 | 3.5% | -3.8 | 3.8% | 26.2%
COc1cccc(NC(=O)C2CCN(S(=O)(=O)c3cc(-c4noc(C)n4)ccc3C)CC2)c1
→ nt | -27.7% | -2.7% | -2.8% | 0.3 | -0.3% | -2.6 | 4.6% | 13.2%
N#CC(C#N)=c1ccc2c(c1)NC1(CCCCC1)N=2
→ -7.1 | 162.3%[activator] | 14.4% | -9.9% | -0.5 | -3.3% | 15.6 | ? | ?
CN(C)CCCN1C(=O)c2cccc3cccc(c23)C1=O
→ 4.4 | -8.8% | -2.0% | -1.7% | 0.6 | -14.2% | -1.5 | 5.1% | 4.8%
Cc1cccc(N2CCN(C(c3ccc(F)cc3)c3nnc(-c4ccccc4)o3)CC2)c1C (stereo not drawn)
→ nt | ? | -4.0% | -0.5% | 0.8 | -9.5% | -1.0 | 3.5% | -1.4%
CCOC(=O)C1CCN(CC(=O)c2c(C)[nH]c3ccccc23)CC1
→ -4.9 | ? | 2.0% | -3.2% | 0.5 | 6.5% | -0.5 | -5.3% | 1.7%
CCCCCCn1c(O)c(/C=C2\C=NN=C2c2ccccc2)sc1=S
→ 7.0 | ? | nt | -2.8% | -2.2 | -5.7% | 4.2 | -4.7% | ?
C/C(=N\O)C1(C)N(O)C(C)(C)C(c2ccc(Br)cc2)=[N+]1[O-] (stereo not drawn)
→ 24.5 | 0.0% | -1.8% | -0.3% | 0.3 | -6.8% | -1.0 | -1.0% | -10.5%
O=C(N1CCCCCC1)N1CCN(S(=O)(=O)c2cccc([N+](=O)[O-])c2)CC1
→ nt | i | -12.1% | -5.1% | nt | -2.5% | -1.5 | -0.4% | 13.2%
COC(=O)c1ccc(Cn2cc(C(F)(F)F)cc([N+](=O)[O-])c2=O)cc1
→ -4.7 | -9.4% | 8.2% | -0.5% | 0.0 | -2.1% | 0.7 | -6.7% | 2.3%
O=C(Nc1ccccc1OC(F)F)c1cc2c(s1)CCC2
→ -2.8 | -9.7% | 3.9% | 2.3% | -0.8 | 0.0% | 0.0 | -5.5% | -15.9%
O=C(CN1C(=O)c2ccccc2S1(=O)=O)N1CCc2ccccc21
→ 9.1 | -5.8% | -8.0% | -14.7% | -0.8 | -6.1% | -12.9 | -1.0% | -3.4%
Cc1ccc(C(=O)NCC(=O)OCCCn2c(=O)[nH]c3ccccc32)cc1C
→ nt | -3.3% | nt | 0.6% | nt | -2.3% | -1.9 | -1.7% | nt
CC(C)(C)OC(=O)N1CCC(Cc2cc(-c3ccccc3)no2)(C(=O)O)CC1
→ nt | -20.0% | -5.8% | -2.0% | nt | -1.8% | -5.5 | -5.7% | -4.9%
COc1ccc(C)cc1Nc1n[n+](-c2ccccc2)c(-c2ccc(OC)c(OC)c2OC)s1
→ 23.2 | ? | 0.7% | -4.9% | -0.7 | 1.7% | -1.3 | 4.3% | -13.4%
COC(=O)C1C(=O)C(C(=O)c2ccc([N+](=O)[O-])cc2)C(=O)CC1(C)C (stereo not drawn)
→ 6.7 | ? | -9.1% | 1.0% | 0.3 | 0.2% | -4.0 | -4.3% | -0.5%
O=C(/C=N\O)NCCCNCc1ccccc1
→ -5.8 | 22.0% | nt | -2.7% | 0.1 | 0.6% | -10.4 | 1.2% | 5.5%
CC(C)N(C(=O)CO/N=C/c1cccc([N+](=O)[O-])c1)C(C)C
→ -0.3 | -11.4% | 4.2% | -1.4% | -0.6 | -17.0% | 0.5 | -5.7% | -4.5%
CCNC(=O)N(C)[C@H]1C[C@H]2c3[nH]c4ccccc4c3CCN2C[C@H]1[C@H](C)O
→ nt | 63.9%[activator] | nt | -2.9% | nt | nt | 1.8 | -2.8% | nt
COc1ccc(C(=O)N/C(=C\c2cccc3ccccc23)C(=O)N2CCN(C)CC2)cc1
→ -2.9 | 0.0% | 4.6% | -3.7% | -0.1 | 1.5% | 0.0 | 1.1% | 14.8%
CCN(CC)S(=O)(=O)c1cccc(NC(=O)C(=O)c2c(-c3ccccc3)cc3ccccn23)c1
→ -10.8 | 0.0% | -3.1% | -5.7% | 0.3 | -1.2% | -3.0 | 0.2% | -17.2%
Cc1ccc2c(c1)N(CC(=O)NCCCN1C(C)CCCC1C)C(=O)c1cccnc1O2 (stereo not drawn)
→ 1.0 | 180.3%[activator] | -6.2% | -4.5% | 0.9 | -4.4% | 1.4 | 1.4% | -12.9%
COC(=O)/C(=C/c1cccnc1)NC(=O)c1ccccc1
→ 20.1 | -20.9% | nt | -5.2% | -0.7 | -5.3% | -12.2 | 1.5% | -20.0%
Oc1ccc(/C=N/N(Cc2ccccc2)c2ccccc2)c(O)c1O
→ -1.2 | 39.8µM* | 9.8% | -2.7% | -0.3 | -14.8% | 31.1 | -1.3% | -52.3%
CCOc1cccc(N(C(=O)CNC(=O)c2ccco2)C(C(=O)NCC2CCCO2)c2ccccc2)c1 (stereo not drawn)
→ -0.3 | -8.8% | 7.7% | -1.7% | 0.7 | 7.9% | -7.9 | 0.0% | 10.9%
O=C(CCNC(=O)c1ccco1)NCc1ccc(C(=O)O)cc1
→ nt | -14.5% | -10.0% | -2.1% | nt | 7.2% | -5.8 | 1.1% | -5.1%

The list is partial. The share of hits here may be higher or lower than overall.
